High-throughput results (PubChem BioAssay)
EBI2 block: EBI2 (human) antagonism; 0.81% of 360,000 active; inhibition, % at 5 µM; EBI2 beta-arrestin recruitment, luminescence, 7a,25-OHC stimulated; AID 651636; in the data active = inhibition above about 38%;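 also: enzyme fragment complementation signal reports receptor beta-arrestin coupling in cells; 0% = agonist plus DMSO wells and 100% = wells without agonist; some results beyond the cut were filed as inactive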
Target sequence (P32249 whole entry, looked up, the tested form may be a part): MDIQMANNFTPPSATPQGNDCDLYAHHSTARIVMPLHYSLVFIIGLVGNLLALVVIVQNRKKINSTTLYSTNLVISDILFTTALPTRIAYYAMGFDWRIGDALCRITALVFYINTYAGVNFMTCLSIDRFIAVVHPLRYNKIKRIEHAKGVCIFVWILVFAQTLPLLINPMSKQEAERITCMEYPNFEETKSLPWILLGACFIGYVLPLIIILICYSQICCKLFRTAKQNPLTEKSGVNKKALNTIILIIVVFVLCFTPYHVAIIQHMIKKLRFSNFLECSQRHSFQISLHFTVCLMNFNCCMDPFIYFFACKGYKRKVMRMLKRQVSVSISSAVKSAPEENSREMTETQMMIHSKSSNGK
Gli-Sufu antag: blocks Gli-Sufu signaling in a luciferase reporter | AID 588413 | 0.74% of 340,000 active | Sufu-KO-LIGHT fibroblasts, Gli luciferase reporter luminescence | inhibition, % at 5 µM;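 active = inhibition above about 55%, limit read from the data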;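 also: 0% = DMSO-treated cells and 100% = wells with medium but no cells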
APOBEC3A inh: inhibitors of human APOBEC3A DNA deaminase; recombinant A3A, FAM/TAMRA ssDNA deamination fluorescence; inhibition, % at 20 µM; 0.41% of 330,000 active; AID 493011;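 active = at least 40% inhibition at 20 µM here, with at most 30% in a related deaminase screen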;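 also: plate controls were A3A with DMSO for no effect and wells lacking A3A enzyme for full effect; some results filed as inactive read as strong as hits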
CCR6 antagonist: CCR6 (human) receptor antagonism. inhibition, % at 20 µM. AID 493098. CHO-K1 CCR6 PathHunter beta-arrestin, luminescence, CCL20-stimulated. 0.49% of 340,000 active;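 active = compounds whose inhibition of the agonist-driven luminescence signal at 20 µM reaches about 50%, limit read from the data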;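 also: cells stimulated with CCL20 at 14 nM final; plate controls were DMSO with CCL20 for no effect and DMSO without agonist for full effect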
Target sequence (P51684 whole entry, looked up): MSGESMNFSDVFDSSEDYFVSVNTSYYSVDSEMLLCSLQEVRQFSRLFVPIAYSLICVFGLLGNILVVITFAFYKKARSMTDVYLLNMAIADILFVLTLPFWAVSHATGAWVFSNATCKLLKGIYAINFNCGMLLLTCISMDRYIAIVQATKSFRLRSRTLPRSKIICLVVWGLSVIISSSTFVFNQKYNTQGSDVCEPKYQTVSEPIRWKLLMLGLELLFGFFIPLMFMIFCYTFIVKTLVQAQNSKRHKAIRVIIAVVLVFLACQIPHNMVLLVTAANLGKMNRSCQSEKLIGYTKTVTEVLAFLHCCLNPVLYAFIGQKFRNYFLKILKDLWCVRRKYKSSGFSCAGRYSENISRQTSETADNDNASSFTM
CXCR6 block: blocks human CXCR6 beta-arrestin recruitment; O00574; CHO-K1 PathHunter CXCR6 beta-arrestin, luminescence; inhibition, % at 20 µM; 0.36% of 360,000 active; in the data active = inhibition above about 34%, passing the limit was not always enough;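 also: antagonist mode with CXCL16 agonist at 10 nM final; 0% = 10 nM CXCL16 with DMSO and 100% = unstimulated wells without agonist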
Target sequence (O00574 whole entry, looked up): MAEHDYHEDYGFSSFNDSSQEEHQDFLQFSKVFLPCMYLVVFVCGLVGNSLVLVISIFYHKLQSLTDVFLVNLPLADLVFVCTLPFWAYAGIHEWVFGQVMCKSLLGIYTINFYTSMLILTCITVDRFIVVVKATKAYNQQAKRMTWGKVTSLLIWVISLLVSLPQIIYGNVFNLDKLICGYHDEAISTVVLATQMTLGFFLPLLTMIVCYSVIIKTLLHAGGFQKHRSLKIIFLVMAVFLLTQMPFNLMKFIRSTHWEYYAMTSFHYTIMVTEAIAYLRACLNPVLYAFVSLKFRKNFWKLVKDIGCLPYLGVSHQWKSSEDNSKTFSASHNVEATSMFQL
A3G deaminase: APOBEC3G (human) deaminase inhibition | Q9HC16 | recombinant A3G, ssDNA deamination FAM/TAMRA fluorescence | inhibition, % at 20 µM | 0.28% of 330,000 active | AID 493012;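 active = inhibition of at least 40% at 20 µM, with no more than 30% in the related APOBEC3A deaminase screen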;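 also: plate controls were DMSO wells with A3G for no effect and wells lacking A3G enzyme for full effect; some compounds called inactive have numbers as strong as hits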
NR3A LBD binder: NR3A (human) ligand-binding domain modulation; NR3A LBD differential scanning fluorimetry, Tm shift; 0% = protein alone, 100% = glycine-bound protein; Tm shift relative to glycine control, % at 25 µM; 2.5% of 340,000 active; AID 1259313;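 active = melting temperature shift of at least 10% of the positive control shift, at one fixed dose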
MPTP block: blocks calcium-induced mitochondrial swelling; isolated mouse mitochondria, Ca2+ swelling absorbance, 30 min; inhibition, % at 10 µM; 1.4% of 360,000 active; AID 602449;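 active = inhibition of 50% or more, scaled per plate between neutral and stimulator controls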;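 also: 0% = DMSO wells given calcium and 100% = 1 mM EGTA wells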
Numbers without * were called inactive; x = no result given; & = joins results of further samples.

Order of values: EBI2 block	Gli-Sufu antag	APOBEC3A inh	CCR6 antagonist	CXCR6 block	A3G deaminase	NR3A LBD binder	MPTP block
Cc1cc(N2CCOCC2)nc(-c2ccc(Br)cc2)n1
  8	-2	-3	0	5	-4	0	0.2
c1coc(CN2CCN(C(c3cccs3)c3nnnn3C3CCCC3)CC2)c1 (centres undefined)
  1	-17	0	20	-9	-4	1	-0.6
CC(C)=CC(=O)Nc1ccc2c(c1)OCO2
  -4	-80	-4	2	-1	-9	2	-2.5
N#Cc1cc2ccccc2n2nnnc12
  -16	-2	4	-6	-6	-3	0	0.0
CC(C)c1ccc2oc(-c3cc(N)ccc3O)nc2c1
  4	-9	2	15	17	1	-16	3.0
CNC(=S)N(CCc1c(C)[nH]c2ccccc12)Cc1ccco1
  5	4	0	5	-3	-8	0	0.6
COc1ccc(C(=S)N2CCOCC2)cc1OC(=O)c1cc(OC)c(OC)c(OC)c1
  4	1	-5	13	7	15	0	-1.8
O=C(Nc1ccc(Cl)cc1)c1ccco1
  -1	-9	-3	-8	8	-2	-30	-1.4
O=C(O)CSc1nc2c(c(C(F)(F)F)n1)CCCC2
  3&-11	-1&29	-4&0	5&11	4&1	-5&-6	0&-1	-1.8&-1.2
COC(=O)c1[nH]c2ccc(F)cc2c1NS(=O)(=O)c1ccc(OC)cc1OC
  6	5	-4	14	-5	-5	-13	0.5
COc1cc(NC(=O)COC(=O)c2cc(S(=O)(=O)N3CCCCC3)ccc2Cl)c(C)cc1[N+](=O)[O-]
  22	7	4	11	5	-1	1	1.7
Cc1ccc(C(=O)NC2CC(C)(C)NC(C)(C)C2)cc1Cl
  -10	16	0	6	7	0	-1	0.8
CC(c1ccon1)N(C)C(=O)CCc1nnc(Cc2ccc(-c3ccccc3)cc2)o1 (centres undefined)
  -1	4	2	3	-4	-2	-2	5.7
O=C1CCc2cc(NS(=O)(=O)c3ccc([N+](=O)[O-])cc3)cc3c2N1CCC3
  3	-6	-4	3	-5	-3	1	-1.7
Cc1ccc(N/C=C2\C(=O)N(c3ccc(F)cc3F)C(c3cccnc3)S2(=O)=O)cc1 (centres undefined)
  11	-3	-1	-2	1	0	0	0.4
CC(=O)Nc1c(Cl)cc([N+](=O)[O-])c2ccccc12
  8	4	6	0	-2	-6	-10	-1.3
CN(C)CCSc1nnc2sc3ccccc3n12
  -5	-5	-6	-3	2	-7	0	-0.3
CC(C)(C)NS(=O)(=O)c1ccc(NC(=O)C(Sc2ccccc2)c2ccccc2)cc1 (centres undefined)
  -14	1	-1	-2	5	-3	23*	65*
CCN(C(=O)C(C)OC(=O)c1nn(-c2ccccc2C(F)(F)F)cc1O)c1ccccc1 (centres undefined)
  3	-7	-4	4	0	-10	-1	-0.1
COc1cc(CC(=O)Nc2ccccc2N2CCCCC2)cc(OC)c1OC
  10	3	-2	9	14	-9	0	-0.3
Cc1cccc(C(=O)NC(NCc2ccco2)C(Cl)(Cl)Cl)c1 (centres undefined)
  1	-2	0	10	-6	-4	-2	-6.1
Cc1ccc(S(=O)(=O)N2CCN=C2c2ccccc2)cc1C
  5	2	-3	-25	-4	-5	2	0.4
O=C(Nc1ccc(C(=O)N2CCOCC2)cc1)c1cccc(Br)c1
  -9	-5	-3	2	-6	-3	-1	0.8
CC#CC#Cc1cccc(=O)o1
  -7	11	x	9	-6	x	3	1.1
O=C1CCC[C@@H]2C[C@@]3(C[C@@H]4CCN1[C@H]24)Nc1cc(Cl)ccc1NC3=NC1CCCCC1
  -10	13	x	-2	7	x	-3	0.0
Cc1cccc(NC(=O)CCNC(=O)c2ccccc2Cl)n1
  -9	2	-4	-7	-13	-9	4	0.5
Cc1ccc(S(=O)(=O)NCCC(=O)NCCc2ccc(S(N)(=O)=O)cc2)cc1C
  -9	-17	-3	11	-2	-6	-2	-0.6
CCSc1nnc(NC(=O)CCC2CCCCC2)s1
  -6	-9	-2	5	1	-4	0	3.0
COc1ccc(CCNc2ncnc3c2c(C)c(C)n3CCO)cc1OC
  2	-8	-10	2	0	-6	0	0.5
CC(OC(=O)Cn1c(C(F)(F)F)nc2ccccc21)C(=O)N1CCCc2ccccc21 (centres undefined)
  2	-31	-2	0	1	-5	2	-4.5

2 compounds from above, showing only NR3A LBD binder.
Structure	NR3A LBD binder
CC(C)c1ccc2oc(-c3cc(N)ccc3O)nc2c1	-16
c1coc(CN2CCN(C(c3cccs3)c3nnnn3C3CCCC3)CC2)c1 (centres undefined)	1

The listing continues.
Order of values: EBI2 block	Gli-Sufu antag	APOBEC3A inh	CCR6 antagonist	CXCR6 block	A3G deaminase	NR3A LBD binder	MPTP block
CCN(CCNCC(O)COc1ccccc1C(C)C)c1cccc(C)c1 (centres undefined)
  3	-3	-2	15	-19	4	x	3.6
COc1cccc(OC)c1C(=O)OCC(=O)Nc1ccc(OC(F)(F)F)cc1
  1	0	3	3	-8	-5	-5	8.2
CS(=O)(=O)c1ccc(Cl)c(NC(=O)COC(=O)CNC(=O)c2cccs2)c1
  -1	-7	1	6	2	-3	1	-1.5
CCc1ccc(C(=O)COC(=O)CNC(=O)c2ccco2)cc1
  14	4	-4	2	5	-9	5	-0.4
CCc1ccc(NC(=O)NCCN2CCN(c3ccc(OC)cc3)CC2)cc1
  9	0	-2	-2	2	-3	1	2.2
Cc1ccc(N2C(=O)c3ccccc3C2=O)nc1
  5	0	x	2	-9	x	0	-0.7
COc1cc(C)c(CNC2CCCCC2)cc1C
  2	0	11	16	-3	7	1	-0.1
Cc1ccc(C(=O)NN=CC(=O)c2ccccc2)c(C)c1
  3	-104	1	12	0	-4	0	0.3
COc1ccccc1Nc1nc(N)nc(CSC(=S)N2CCOCC2)n1
  -8	-15	-4	-1	-4	-3	2	0.9
CC(=O)c1c(C)[nH]c(C(=O)COc2ccc(C#N)cc2)c1C
  2	4	-1	-2	-6	-4	0	-0.1
Cc1ccc(S(=O)(=O)N2CCC(C(=O)OCC(=O)NC(C)c3ccc(F)cc3)CC2)cc1C (centres undefined)
  0	-1	1	-1	-6	-5	0	-0.9
c1ccc(C2[C@H]3CN(CC4CCCCC4)[C@H](c4ccccc4)C34CC2(c2ccccc2)C4)cc1 (some centres undefined)
  6	6	-2	6	3	-3	-1	5.4
COC(=O)c1ccc(COc2ccc3c(C)c(C)c(=O)oc3c2)o1
  4	-37	3	10	0	-2	-11	-0.5
NC(=O)C1CCN(c2nc(-c3cccs3)cs2)CC1
  23	-42	-4	5	-33	-7	-23	1.0
COc1ccc(C(CNC(=O)c2ccc3c(c2)OCCO3)N(C)C)cc1 (centres undefined)
  -5	42	-4	10	-14	-9	-2	0.9

Structures listed so far shown as hits in NR3A LBD binder:
smiles	EBI2 block	APOBEC3A inh	CCR6 antagonist	CXCR6 block	A3G deaminase	NR3A LBD binder	MPTP block
CC(C)(C)NS(=O)(=O)c1ccc(NC(=O)C(Sc2ccccc2)c2ccccc2)cc1 (centres undefined)	-14	-1	-2	5	-3	23*	65*

(list continues)
Order of values: EBI2 block	Gli-Sufu antag	APOBEC3A inh	CCR6 antagonist	CXCR6 block	A3G deaminase	NR3A LBD binder	MPTP block
COc1cc(C(C)=O)ccc1OCC(O)CN1CCN(c2ccc(C)cc2C)CC1 (centres undefined)
  6	-1	-4	-5	-3	-4	-2	0.6
C=CCn1c(=O)c2ccccc2n2c(SCc3nnc(-c4ccccc4Br)o3)nnc12
  -14	3	-5	11	-5	-5	1	1.7
Cc1cc(C(C)(C)C)cc(C)c1CC1=NCCN1
  3	46	0	19	-5	-7	-1	0.6
CCN1CCN(C(=O)C2CCC(CNS(=O)(=O)c3ccc(NC(C)=O)cc3)CC2)CC1 (centres undefined)
  -1	-16	-4	12	2	0	-1	0.1
CC(=O)Nc1ccc(/C(C)=N/NS(=O)(=O)c2ccc(C)cc2)cc1
  16	-2	-11	-3	2	-3	4	-0.5
CCC(C)NC(=O)C1=CCN(S(=O)(=O)c2ccc(C)cc2)CC1 (centres undefined)
  -1	3	-1	6	-3	-3	1	0.3
Cc1nn(-c2ccccc2)c(/N=C/c2ccccc2O)c1-c1ccccc1
  -8	-55	-1	20	-4	-3	14*	6.0
CSc1ncccc1C(=O)OCC(=O)N(CC(C)C)c1c(N)n(Cc2ccccc2)c(=O)[nH]c1=O
  -3	1	-1	3	-3	0	-1	-0.5
Cc1ccc(S(=O)(=O)Nc2ccccc2N=Cc2c(F)c(F)c(F)c(F)c2F)cc1
  -4	-16	x	-4	-17	x	0	3.6
Cc1cccn2c(=O)nc(SCC(=O)Nc3ccc4c(c3)OCCO4)nc12
  -3	-3	-3	6	-4	-6	0	-0.8
Cc1ccc(CN2CCN(C(=O)CC(C)C)CC2)cc1
  -3	1	-3	-5	5	-2	-1	0.1
O=C(Nc1ccc(Oc2cccc(C(F)(F)F)c2)nc1)c1ccccc1
  19	2	-4	4	-6	-3	-2	28
O=C(CSc1nc2ccccc2[nH]1)Nc1ccc(N2CCOCC2)cc1
  2	-1	2	14	-6	-7	2	-2.5
Cc1ccccc1C(=O)NC(=S)NCCN1CCOCC1
  -6	-2	-2	-5	5	-7	-1	-0.4
Cc1cc(C)[n+](C)n1CC(O)Cn1c2ccccc2c2ccccc21 (centres undefined)
  4	7	45*	-9	-1	11	-1	-1.7
CC(=O)N1CCN(c2ccc(S(=O)(=O)NCCN(C(C)C)C(C)C)cc2[N+](=O)[O-])CC1
  -9	5	-2	7	-14	-6	0	-1.4
COc1ccc(CNC(=O)COC(=O)c2ccc(C)c(S(=O)(=O)N3CCOCC3)c2)cc1
  -3	-1	5	8	-1	-1	-1	-2.4
CC(Oc1ccc(Cl)cc1)c1ccnn1S(=O)(=O)c1ccccc1 (centres undefined)
  12	11	1	15	9	1	5	0.9
Oc1ccc(Br)cc1CNc1nccs1
  -10	3	-7	11	3	-6	-2	0.5
CN(C)Cc1c(C(=O)N/N=C/C=C/c2ccccc2)nnn1-c1nonc1N
  11	-7	3	14	-7	-3	0	-2.2
c1ccc(-c2nnc3sc(-c4cc5ccccc5o4)nn23)cc1
  22	3	1	2	3	-2	-7	-0.7
O=C1CSC(c2ccccc2)N1Nc1nc(N2CCOCC2)nc(N2CCOCC2)n1 (centres undefined)
  -21	3	-2	10	-3	-3	1	-1.3
Cc1ccnc(NS(=O)(=O)c2ccc(NC(=O)c3ccc(Cl)cc3[N+](=O)[O-])cc2)n1
  -2	x	1	-3	-6	-1	-1	0.0
CC(C)c1c(C(=O)N/N=C/C=C/c2ccccc2)nnn1-c1nonc1N
  16	2	-3	11	-5	-5	17*	0.3
CC(C)C1C(=O)NC(=S)N1S(=O)(=O)c1ccc(C(C)(C)C)cc1 (centres undefined)
  0	-1	-4	1	-4	3	-18	2.6
CCCn1c(N)c(N(CCOC)C(=O)CSc2cc(C)c3ccccc3n2)c(=O)[nH]c1=O
  -7	-15	x	-7	-6	x	-1	-0.8
CC1CCc2nn(CC(=O)N3CCc4ccccc43)cc2C1 (centres undefined)
  -1	-26	1	-7	-6	-2	2	-2.2
CCOC(=O)c1oc2ccccc2c1N
  -7	-22	-4	-12	8	-5	0	1.8
C=CCNC(=O)CN1CCC(NC(=O)c2ccco2)CC1
  -15	8	-1	5	-2	-4	0	0.4
O=[N+]([O-])c1ccc(Nc2cccc3c2[nH]c2c(-c4ccccc4)nccc23)c([N+](=O)[O-])c1
  -9	2	x	3	-5	x	-2	1.0
CCOC(=O)/C=C1\SCC(=O)N1CC(=O)Nc1ccc2c(c1)CCC2
  -9	5	0	12	2	-2	-26	-1.1
CCOC(=O)C1(Cc2cccc(Cl)c2)CCCN(C(=O)c2ccnn2C)C1 (centres undefined)
  -18	16	-1	8	11	-6	-1	0.4
CSc1nnc(C(C)(C)C)c(=O)n1/N=C/c1ccccc1O
  16	-3	-4	11	4	-6	1	1.9
